High-throughput results (PubChem)
M1 ag parental: counter-screen for M1 agonists: effect in parental CHO-K1 cells | Fluo-8 calcium fluorescence; scaled to maximal ATP response, vehicle zero | activation, % at 3 µM | 360,000 compounds, 0.48% hits | AID 602248, 2012; in the data active = activation above about 15%;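 note: untransfected CHO-K1 host cells lacking M1 receptor as counterscreen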
TAAR1 antagonist: human TAAR1 antagonists, primary screen, Fluo-8 calcium fluorescence, CHO RD-HGA16 cells; Trace amine-associated receptor 1 (Homo sapiens), Q96RJ0; antagonist; inhibition, % at 3 µM; 360,000 compounds, 1.5% hits;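 active = inhibition above a per-plate cutoff, the mean inhibition of test compounds on that plate plus 3 SD, cut at about 49% in these data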;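 note: 0% = DMSO plus EC80 beta-PEA response and 100% = DMSO alone without agonist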
Target sequence (Q96RJ0 whole entry, looked up): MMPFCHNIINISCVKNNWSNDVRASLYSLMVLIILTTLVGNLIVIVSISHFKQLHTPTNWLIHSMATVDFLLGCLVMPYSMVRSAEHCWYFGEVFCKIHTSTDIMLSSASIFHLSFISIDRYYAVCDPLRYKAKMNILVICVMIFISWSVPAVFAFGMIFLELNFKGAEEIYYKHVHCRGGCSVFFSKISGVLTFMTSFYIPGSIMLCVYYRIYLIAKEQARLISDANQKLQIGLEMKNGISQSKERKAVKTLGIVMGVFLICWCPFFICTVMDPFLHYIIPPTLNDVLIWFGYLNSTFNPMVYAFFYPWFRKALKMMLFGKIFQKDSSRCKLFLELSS
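test system = CHO RD-HGA16 cells bearing hTAAR1 | replication = singlicate | controls = DMSO-only wells and EC80 β-PEA-stimulated wells | reagent = EC80 β-phenethylamine stimulus | read-out basis = percent inhibition of PEA-evoked calcium signal, max/basal emission ratio | schedule = seeding 17-24 h prior, 75-min 37 °C, 30-min RT dye loading | signal = kinetic Fluo-8 calcium fluorescence measurement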
CHO parental Ca: ATP-evoked calcium signal inhibitors, parental CHO, primary screen, counter-screen for OX1R antagonist project, cell-based, fluorescence, Fluo-8 calcium dye. parental CHO-K1, ATP-induced calcium, Fluo-8 fluorescence. inhibition, % at 5.6 µM. 330,000 compounds, 0.63% hits. AID 463079, 2010;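 active = inhibition above that plate's mean sample inhibition plus 3 SD, cut at about 26% in these data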;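 note: 0% = ATP-challenged DMSO wells and 100% = DMSO wells without ATP; some compounds past the cut are filed as inactive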
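material = parental CHO cells | also added = ATP as calcium-mobilizing challenge | dosing = single point at 5.6 µM | detection = intracellular calcium via Fluo-8 no-wash fluorescent dye | read-out = % inhibition | benchmarks = low control ATP plus DMSO, high control DMSO only | repeats = one well per compound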
OXTR potentiate: human OXTR potentiators, primary screen, fluorescence, CHO-OTR cells, Fluo-8 calcium | 320,000 compounds, 0.061% hits | Fluo-8 calcium fluorescence, potentiator mode; 0% = oxytocin EC15, 100% = EC100 | Oxytocin receptor (Homo sapiens), P30559 | AID 2445, 2010 | activation, % at 3 µM;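 active = activation above that plate's cutoff, the mean activation of tested compounds plus 3 SD, cut at about 6.6% in these data, passing the limit was not always enough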;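 note: 100% uses oxytocin at 75 nM as the full agonist control; some results filed as inactive read as strong as hits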
Target sequence (P30559 whole entry, looked up): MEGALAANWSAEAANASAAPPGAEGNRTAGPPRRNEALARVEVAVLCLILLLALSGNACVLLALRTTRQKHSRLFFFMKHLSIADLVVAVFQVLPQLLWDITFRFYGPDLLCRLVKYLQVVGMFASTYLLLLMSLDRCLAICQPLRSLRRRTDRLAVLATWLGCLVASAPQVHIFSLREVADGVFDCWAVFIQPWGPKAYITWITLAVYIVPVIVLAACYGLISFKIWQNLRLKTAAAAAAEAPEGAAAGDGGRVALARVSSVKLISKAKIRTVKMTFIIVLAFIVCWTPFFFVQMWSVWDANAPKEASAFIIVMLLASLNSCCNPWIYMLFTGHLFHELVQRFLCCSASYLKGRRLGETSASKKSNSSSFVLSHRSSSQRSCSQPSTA
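Material: CHO-OTR cells, human receptor; compound dosing: single dose, 3.0 µM nominal final compound concentration; schedule: 6 min compound pre-incubation at room temperature, 100 s kinetic read; measured by: kinetic Fluo-8 calcium fluorescence; read-out basis: % activation vs EC15 and EC100 oxytocin; controls: EC15 oxytocin alone as 0%, 75 nM oxytocin as 100%; replicates: singlicate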
CHO-K1 Ca PAM: nonselective calcium activators in parental CHO-K1 cells, primary screen, counter-screen for M1 PAM project, cell-based, Fluo-8 calcium fluorescence, full deck, 1536-well; ATP EC20; 0% at ATP EC20, 100% at ATP max; activation, % at 3 µM; 360,000 compounds, 0.02% hits; AID 602247, 2012;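 active = activation above the run cutoff, the mean activation of all test compounds plus 3 SD, cut at about 40% in these data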;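 note: peak over basal fluorescence ratio in a 140 s read after ATP addition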
OXTR ag: human OXTR agonists, primary screen, fluorescence, CHO-OTR cells, Fluo-8 calcium; Oxytocin receptor (Homo sapiens), P30559; Fluo-8 calcium fluorescence; normalized: DMSO 0%, oxytocin 100%; activation, % at 3 µM; 320,000 compounds, 0.32% hits;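 active = activation above the mean of all tested compounds plus 3 SD, cutoff set per screening run, cut at about 20% in these data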;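 note: peak over basal fluorescence ratio from a 100 s FLIPR kinetic read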
GPR7 antag: GPR7 receptor antagonists, primary screen, cell-based, fluorescence, single concentration | Neuropeptides B/W receptor type 1 (Homo sapiens), P48145 | GPR7-expressing cells, fluorescence antagonist assay | inhibition, % at 4.4 µM | 290,000 compounds, 1.1% hits; in the data active = inhibition above about 16%, passing the limit was not always enough;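 note: cells stimulated with the agonist NPW; 0% = agonist with vehicle and 100% = vehicle without agonist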
Target sequence (P48145 whole entry, looked up): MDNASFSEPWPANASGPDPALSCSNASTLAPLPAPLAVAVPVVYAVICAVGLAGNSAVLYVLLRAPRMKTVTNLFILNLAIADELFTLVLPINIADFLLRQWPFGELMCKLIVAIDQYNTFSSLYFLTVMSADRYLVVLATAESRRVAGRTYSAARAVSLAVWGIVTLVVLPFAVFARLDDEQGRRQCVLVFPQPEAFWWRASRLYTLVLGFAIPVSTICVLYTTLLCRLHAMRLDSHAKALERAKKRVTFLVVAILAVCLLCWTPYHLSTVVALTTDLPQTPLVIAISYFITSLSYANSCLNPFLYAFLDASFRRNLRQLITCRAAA
V1aR counter: agonists of human V1a receptor, primary screen, counter-screen for OXTR agonist project, fluorescence, CHO-V1R cells; Vasopressin V1a receptor (Homo sapiens), P37288; Fluo-8 calcium fluorescence, agonist mode; 0% DMSO, 100% 3 nM vasopressin; activation, % at 3 µM; 320,000 compounds, 0.25% hits; AID 2797, 2010;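 active = activation above the mean activation of all tested compounds plus 3 SD, per screening run, cut at about 20% in these data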;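 note: signal is peak over basal fluorescence ratio across a 100 second FLIPR read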
CHO-K1 Ca antag: M1 antagonist counterscreen hit in parental CHO-K1 cells | ATP-induced calcium, Fluo-8 fluorescence | 360,000 compounds, 0.6% hits | inhibition, % at 3 µM;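 active = inhibition above a per-plate cutoff, the plate's mean sample inhibition plus 3 SD, cut at about 24% in these data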;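 note: 0% = DMSO plus EC80 ATP and 100% = DMSO alone without ATP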
* = called active by the depositor; . = no result given.

SMILES	M1 ag parental	TAAR1 antagonist	CHO parental Ca	OXTR potentiate	CHO-K1 Ca PAM	OXTR ag	GPR7 antag	V1aR counter	CHO-K1 Ca antag
O=C(CCl)NN1C(=O)NC2(CCCCC2)C1=O	-0.2	-2	0	-7	-12	0.2	-9	-1.0	3
CC1=CCC2([N+](=O)[O-])CN(CC(=O)O)CC1([N+](=O)[O-])C2 (stereo not drawn)	-0.4	11	-7	-3	-11	-0.8	-6	1.6	15
CSc1sc(C(=O)NC(=O)NCc2ccncc2)c(C)c1-c1ccon1	3.7	1	-14	-4	11	0.0	-18	0.3	-7
CCN1C(=O)[C@H]2[C@@H](c3ccc(OC)cc3)N[C@]3(CCCN(Cc4ccc(OC)cc4)C3=O)[C@H]2C1=O	-0.2	-2	.	.	-11	.	.	.	8
c1ccc(N2CCN(c3nc(-c4ccccn4)nc4ccccc34)CC2)cc1	0.6	22	-23	-5	18	-1.7	-8	-1.4	-3
Cc1cn([C@H]2C[C@H](O)[C@@H](CNCc3cccn3-c3nccs3)O2)c(=O)[nH]c1=O	0.7	3	.	.	5	.	.	.	-11
Cc1ccc(Cn2c(=N)n(CC(=O)c3ccccc3)c3ccccc32)cc1	-0.6	1	-12	0	-10	0.2	-2	1.6	21
NS(=O)(=O)c1ccc(CCNC(=O)CSc2nc3ccsc3c(=O)n2CCCCC(=O)O)cc1	0.2	1	12	-12	14	-0.7	3	-0.4	-17
COc1ccc(-n2c(Cc3cccn3C)nnc2SCC(=O)Nc2cccc(F)c2)cc1	-0.8	-18	-16	-11	-9	-0.4	0	-0.4	4
COc1ccc(NC(=O)c2sc3nc(C)nc(N4CCN(c5ccccn5)CC4)c3c2C)cc1Cl	0.1	29	-10	-7	7	0.2	4	0.6	7
COC(=O)c1ccc2nc(-c3ccco3)c(Cc3ccc(OC)cc3C)n2c1	0.1	-17	.	.	13	.	.	.	-18
CC(c1ccc(Cl)cc1)n1c(-c2ccc3ccccc3n2)n[nH]c1=S (stereo not drawn)	0.1	13	18	-3	28	-1.1	-2	-0.9	-11
O=C(O)c1cccc2c1-c1c(cccc1[N+](=O)[O-])C2	0.6	4	.	.	0	.	.	.	-16
Cc1cc(C)c(NS(=O)(=O)c2ccc(NC(=O)/C=C/C(=O)O)cc2)c(C)c1	.	-6	-4	-11	.	-1.0	-7	3.7	.
CCCCN(C)C(=O)c1nc2ccccn2c1CNCCCn1nnc2ccccc21	-0.3	-5	-17	5	-9	-0.1	-15	-0.5	-4

Next part; it opens with the 3 that closed the last part.
SMILES	M1 ag parental	TAAR1 antagonist	CHO parental Ca	OXTR potentiate	CHO-K1 Ca PAM	OXTR ag	GPR7 antag	V1aR counter	CHO-K1 Ca antag
O=C(O)c1cccc2c1-c1c(cccc1[N+](=O)[O-])C2	0.6	4	.	.	0	.	.	.	-16
Cc1cc(C)c(NS(=O)(=O)c2ccc(NC(=O)/C=C/C(=O)O)cc2)c(C)c1	.	-6	-4	-11	.	-1.0	-7	3.7	.
CCCCN(C)C(=O)c1nc2ccccn2c1CNCCCn1nnc2ccccc21	-0.3	-5	-17	5	-9	-0.1	-15	-0.5	-4
CCC(C)(C)NC(=O)C(c1ccccc1)N(Cc1cccs1)C(=O)Cn1nnc2ccccc21 (stereo not drawn)	4.1	-1	-8	-22	19	6.7	6	0.5	-5
Cc1nc(NC2=NCN(Cc3cccnc3)CN2)nc2ccccc12	0.7	-11	.	.	18	.	.	.	-9
CCOC(=O)N1CCN(S(=O)(=O)c2ccc(C)cc2)C1	-0.1	-32	0	-2	-12	0.2	-1	1.2	8
C=C(C)C1CC=C(CN2CCC(O)CC2)CC1 (stereo not drawn)	-0.1	-5	-14	2	-1	1.6	1	0.8	4
CN(C)/C=N/C(=S)Nc1ccc(F)cc1	1.0	-1	-9	-6	17	0.5	-5	0.5	-10
CCc1cccc2c(C(=O)CSc3nncn3C)c[nH]c12	0.1	-2	6	2	11	1.9	9	0.4	-11
CCCOC(=O)c1ccc(Cl)c(NC(=O)c2ccc(-c3ccccc3)cc2)c1	0.2	10	4	-4	1	0.8	5	0.3	-8
N#C/C(=C/c1ccco1)c1nc2ccccc2s1	1.1	-3	-9	-7	29	1.9	5	3.4	-7
OC(COc1ccccc1)Cn1c2ccccc2c2ccccc21 (stereo not drawn)	3.7	-19	-4	3	23	0.4	-2	-0.5	-10
C=CCOC(=O)C1=C(C)N=c2s/c(=C3\C(=O)N(CC(=O)O)c4ccccc43)c(=O)n2C1c1ccc(OC)cc1 (stereo not drawn)	3.3	-32	-2	6	-2	0.8	-10	3.2	-11
CC(C)Cn1c(CN(C)Cc2ccccc2)nc2c1c(=O)n(C)c(=O)n2C	1.3	6	-6	-2	-1	-2.8	0	-0.8	-1
O=C(Cc1cccc2ccccc12)Nc1ccc2c(c1)C(=O)NC2=O	2.8	17	-3	-14	10	1.5	20	3.3	3
O=C(CN(c1ccccc1)S(=O)(=O)c1ccccc1)NCCSc1ccccn1	4.4	9	-16	-8	10	0.5	-7	-0.2	-6
Cc1ccc(C)n1-n1cnc2sc3c(c2c1=O)CCC3	-0.4	-24	-9	-4	14	-2.6	-1	-0.8	-13
COc1ccc([C@@H]2[C@@H]3C(=O)N(C(C)(C)C)C(=O)[C@@H]3[C@]3(Cc4ccccc4)C(=O)N(c4cccc(Cl)c4)C(=O)N23)cc1	-0.6	-6	-12	-6	17	-0.6	.	0.4	-21
O=C(Cn1cnc2c(cnn2-c2ccc(F)cc2)c1=O)OCc1ccccc1	0.0	10	-6	-12	17	-0.1	-10	-0.6	-1
O=C(C1=NN[C@@H]2C(=O)N(Cc3ccccc3)C(=O)[C@H]12)c1ccc(F)cc1	1.1	-25	-13	-8	12	-1.4	-4	2.7	-11
CCCc1c(C)[nH]c2ccc(NC(C)=O)cc2c1=O	0.1	0	-4	0	6	0.7	1	0.2	-6
CCCCn1nc(-c2ccccc2)c2nc3ccccc3nc21	.	.	-3	6	.	3.9	2	1.8	.
CSc1ccccc1NC(=O)c1cccc(S(=O)(=O)N2CCN(C)CC2)c1	-0.1	-20	-14	2	11	-0.3	-17	-0.8	10
COc1ccc(C)cc1NC(=O)C(Sc1nnc(Nc2ccccc2F)s1)c1ccccc1 (stereo not drawn)	-0.7	-18	-13	-7	-2	0.3	-16	2.1	7
COc1ccc(N(C)C(=O)c2cc3c(s2)-c2ccccc2S(=O)(=O)C3)cc1	2.9	30	-27	-4	-11	-1.8	-10	1.1	-5
O=c1c2ccccc2oc2ccc(C#CC3(O)CCCCC3)cc12	1.4	40	-24	-8	1	-1.1	.	0.6	-9
CC(C)(C)c1ccc(OC(=O)c2cccnc2)cc1	0.3	-17	-6	-7	9	-0.6	-11	-0.3	-9
CCCn1nnc(NC(=O)COc2ccc(CC)cc2)n1	0.5	2	0	-13	14	-2.1	6	0.0	-12
Cc1cc[n+](-c2[nH]c(=O)sc2/C=N/N=C(\[O-])c2ccncc2)cc1	0.7	-9	-17	1	4	0.8	-16	7.5	-6
C=CC[C@H](CC(=O)N(CCO)Cc1ccccc1)C(=O)N[C@H](C)COC(=O)[C@@H](CC=C)Cc1ccc(F)cc1	6.5	23	-16	-8	6	-2.6	.	1.1	-12
COC(=O)[C@@]1(Sc2ccc(OC)cc2)CC(=O)N[C@@H]1c1ccccc1	3.4	-4	.	.	-1	.	.	.	2
COc1ccccc1CN1Cc2cccc3c2[C@@H](CC1=O)[C@H](O)[C@H](O)C3	0.3	-15	0	1	-3	1.7	.	1.3	-10
O=C1CCCCC(=O)c2ccccc2N1	0.2	3	6	-9	15	-0.4	-1	0.8	-7
Cc1cccc(Nc2ccncc2S(N)(=O)=O)c1	0.2	-10	1	-4	8	0.3	.	0.3	-5
Cc1cc(C)c(S(=O)(=O)N2CCOC2CNC(=O)C(=O)NCc2cccnc2)c(C)c1 (stereo not drawn)	1.2	17	-4	-1	21	1.2	-19	0.5	-4
COC(=O)c1ccc(C)c(-n2c(=O)n(Cc3ccccc3)c(=O)c3[nH]cnc32)c1	0.0	-27	-14	-7	-6	-1.0	-20	0.1	-11
CC(C)C[C@H]1CN([C@@H](CC(C)C)CN2CCCC2CN2C(=S)NC[C@@H]2Cc2ccc(O)cc2)C(=S)N1CC1CCCCCC1 (stereo partly drawn)	0.1	-11	.	.	-6	.	.	.	-3
OCc1nc2ccccc2n1CC(O)COc1ccccc1 (stereo not drawn)	1.1	3	-8	-6	9	1.1	11	0.1	3
Cc1cccc(CN2CCC(Oc3ccc(C(=O)N4CCCCC4)cc3)CC2)c1	0.8	3	-16	0	-2	1.4	0	2.0	0
CCOC(=O)N1CCN(C(=O)COc2cccc3c2CCN(Cc2ccc(F)cc2)C3=O)CC1	7.1	11	-21	-10	-8	5.5	-2	4.9	2
O=[N+]([O-])c1ccc2[nH]c(O)c(N=NC(=S)NCC3CCCO3)c2c1 (stereo not drawn)	0.7	-7	-2	-8	8	-1.1	0	0.1	-11
O=C(CN1CCSc2ccccc21)NCCCc1ccccc1	-0.2	-22	-18	-1	7	0.8	5	-0.4	9
O=C(NC1CC2CCC(C1)N2C(=O)NCc1ccccc1)NC12CC3CC(CC(C3)C1)C2 (stereo not drawn)	0.3	-10	-3	-13	-2	-0.6	-6	1.0	1
COC(=O)c1[nH]c2cccc(OC)c2c1NC(=O)CN1CCOCC1	0.9	-16	-12	0	-4	-0.6	4	0.0	10
CC(C)(C)OC(=O)N1CCC(c2c(C(=O)NCC3CCN(C4CCCC4)C3)cnn2-c2ccccc2Cl)CC1 (stereo not drawn)	2.6	7	-13	-8	16	2.2	44*	0.9	-15
COC(=O)C1=CO[C@@H](O[C@@H]2O[C@H](CO)[C@@H](O)[C@H](O)[C@H]2O)C2C1CC(O)O[C@H]2C (stereo partly drawn)	-0.2	11	-9	4	4	2.0	.	2.0	-11
Cc1ccccc1CSCC(=O)NC1CCCC1	0.8	.	-10	-14	4	0.1	2	0.8	7
